# Screens as filed in PubChem BioAssay.
# KB-3-1 cytotox = KB-3-1 parental cell cytotoxicity | AID 1347075 | 400,000 tested, 1.4% active | Potency, µM (titrated, usually from 46.1 µM), inactives show at the top dose activity change, negative = cytotoxic, actives largely listed as cytotoxic | KB-3-1 viability, CellTiter-Glo ATP luminescence, 72 h; further: potency means the concentration at half of the fitted maximal effect; on the % scale 0 is the no-effect control and ±100 the full control effect; nearly all actives have a fitted effect of over 60% in size
#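 Here the drug-naive KB-3-1 line serves as comparator for MDR sub-line selectivity; cells received compound titrations, 72 h at 37 °C, then CellTiter-Glo readout.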
# ATXN2 expr inh = ATXN2 expression inhibition; HEK-293 ATXN2-luciferase reporter, luminescence, 24 h; Potency, µM (series often up to 57 µM), for inactives: top-dose activity change, negative = inhibition, most hits filed as inhibitors; 360,000 tested, 0.72% active; AID 1745845; further: potency means the concentration at half of the fitted maximal effect; on the % scale 0 is the no-effect control and ±100 the full control effect; nearly all actives have a fitted effect of over 55% in size
#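 ATXN2-luciferase reporter cells (luciferase flanked by upstream and downstream ATXN2 gene portions) were treated 24 h at 37 °C with compounds at up to 57 uM. SteadyGlo luminescence gave expression; GF-AFC fluorescence gave viability.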
# HT1080 IDH1KD tx = kills HT-1080 cells with IDH1 knockdown | HT-1080 IDH1 knockdown viability, ATP luminescence, 48 h | Potency, µM (highest dose often 46.1 µM), for the others: at the top dose activity, negative = toxicity, hits mostly cytotoxic | 360,000 tested, 2% active;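 further: potency means the concentration at half of the fitted maximal effect; 0% = DMSO wells and -100% = cell-free medium wells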
#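 Assay cells: HT-1080 with IDH1 knockdown, 750 per well, RPMI/5% FBS. Exposure: 48 h at 37 °C following 2 h pre-incubation. Read: CellTiter-Glo luminescence; fitted concentration-response, curve class assigned.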
# IL1B secr inh = inhibitors of inflammasome signaling (IL-1 beta secretion); THP-1 LPS/ATP IL-1B secretion, AlphaLISA, 16 h; active compounds read low; activity change, % at 57.5 µM; 360,000 tested, 4.7% active; in the data active means activity change below about -50%; inconclusive means mostly about -30% to -49%; further: on the % scale 0 is the no-effect control and ±100 the full control effect
#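 Secreted IL-1B measured by AlphaLISA bead assay after 16 h compound exposure of THP-1 cells; compounds (final up to 57.5 uM) added 1 h before LPS (250 ng/mL) and ATP (1.25 mM) stimulation; lower signal means less secretion.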
# MCF10A rereplic = inducers of DNA re-replication in MCF 10A breast cells; AID 624296; 350,000 tested, 2.9% active; MCF 10A DNA re-replication, Hoechst nuclear intensity, 48 h; Potency, µM (series often up to 46.1 µM), for inactives: at the top dose activity, positive = re-replication, hits mostly activators; further: potency means the concentration at half of the fitted maximal effect; % of control where 0% means no effect; nearly all actives have a fitted effect of over 50% in size
# HepG2 viability = counter-screen for TGF-b inhibitors: cytotoxicity in HepG2 cells; HepG2 CAGA-GFP viability, ATP luminescence, 18 h; Potency, µM (titrated, usually from 46.1 µM), inactives show at the highest dose activity change, negative = cytotoxicity, usual class: cytotoxic; 410,000 tested, 0.76% active; AID 588856; further: potency means the concentration at half of the fitted maximal effect; some results filed as inactive show a strong effect at the top dose
#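 HepG2 CAGA-GFP cells (1000/well, DMEM with 1% FBS) received compound, then TGF-beta at 500 pg/mL final, and were incubated 18 hours at 37 degrees C. Viability was read by CellTiter-Glo luminescence. Media-only wells were set as complete cell-killing and DMSO as no toxicity.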
# S2 tox = viability counter-screen for ATXN expression inhibitors | 400,000 tested, 0.49% active | Potency, µM (titrated, usually from 56.7 µM), most hits filed as cytotoxic | S2 cells (HEK-293 line with an ATXN2-luciferase reporter) viability, CellTiter-Fluor protease fluorescence, 24 h | AID 651635; further: potency means the concentration at half of the fitted maximal effect; nearly all actives have a fitted effect of over 40% in size
# SW480 rerep = DNA re-replication induction in SW480 cells; SW480 DNA re-replication, Hoechst DNA content imaging, 48 h; Potency, µM (top dose mostly 46.1 µM), without a hit: at the highest dose re-replication activation, most hits filed as activators; 340,000 tested, 1.8% active; AID 624297; further: potency means the concentration at half of the fitted maximal effect; % of control where 0% means no effect; nearly all actives have a fitted effect of over 55% in size
#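 Treated cells incubate 48 hr (37 C, 5% CO2), are stained 40 min with Hoechst, and nuclear fluorescence is enumerated; a rise in nuclei with high DNA signal marks re-replication.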
# HT1080-NT tox = kills 2HG-producing HT-1080-NT fibrosarcoma cells; HT-1080-NT fibrosarcoma viability, CellTiter-Glo ATP luminescence, 48 h; Potency, µM (series often up to 46.1 µM), for inactives: at the top dose activity, negative = less viability, usual class: cytotoxic; 360,000 tested, 1.6% active;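 further: NT is the 2HG producing partner of a matched IDH1 knockdown line; potency means the concentration at half of the fitted maximal effect; 0% = DMSO-treated cells and -100% = media-only wells without cells; nearly all actives have a fitted effect of over 55% in size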
#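 Luminescent CellTiter-Glo readout after 48 hours of compound exposure at 37 degrees C defined viability of HT-1080-NT cells. Activity was normalized to DMSO wells and cell-free media wells; concentration-response curves were fitted and assigned curve classes.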
# * hit, by the source's call; i = inactive; ? = inconclusive; / = not tested or not shown; & = joins results of further samples; [ ] = dose if it differs, or a comment. Unless noted, the call rests on the fitted dose curve; in most records, active means well fitted curve in the direction sought with a large enough effect; inconclusive means small, poorly fitted or top-dose-only effect, or another doubt; inactive means no such curve, though single readings can be large; an effect the other way counts as inactive or inconclusive.
SMILES,KB-3-1 cytotox,ATXN2 expr inh,HT1080 IDH1KD tx,IL1B secr inh,MCF10A rereplic,HepG2 viability,S2 tox,SW480 rerep,HT1080-NT tox
CCNC(=S)NNc1nc(N2CCOCC2)nc(N2CCOCC2)n1,-8%,6%,1%,-5,-6%,-14%,i,4%,-10%
CC(=O)OCC(=O)Nc1ccccc1C,-1%,/,0%,15,-1%,13%,?,-60%[inhibitor],1%
Cc1ccc(-c2nc3c(C)cc(Br)cn3c2Cc2ccccc2)cc1,?,3%,2%,58,/,/,i,/,18%
COC(=O)c1sccc1NC(=O)c1c(C)cc(=O)oc1C,-13%,-2%,-1%,13,4%,-3%,i,-2%,-2%
CC(C)NC(=O)CS(=O)(=O)c1ccccc1,13%,4%,15%,5,8%,1%,i,0%,0%
COc1ccccc1NS(=O)(=O)c1cccc2cccnc12,-3%,-6%,6%,5,-13%,7%,i,1%,1%
COc1ccc(CN2CCN(C(C)C)C(CCO)C2)cc1Cn1cncn1 (configuration not stated),-2%,0%,11%,49,12%,2%,i,-11%,-2%
COc1ccccc1C1CC(c2ccccc2)=NN1S(=O)(=O)c1ccccc1 (configuration not stated),-22%,-7%,-1%,15,14%,-4%,i,7%,-5%
Cc1cccc(CN2C(=O)c3ccccc3S(=O)(=O)c3ccc(C(=O)NCCCN4CCCC4)cc32)c1,1%,/,0%,-8,-6%,-72%,i,-6%,-4%
Cc1cccc(-n2c(=O)c3c(c4cc(C)ccc4n3C)n(Cc3ccccc3F)c2=O)c1,16%,12%,/,/,/,-2%,i,/,/
CCOC(=O)CSc1nc(-c2ccccc2)nc2ccc(F)cc12,-10%,-4%,6%,15,?,-7%,i,1%,-12%
OCc1nc2ccccc2n1C/C=C/c1ccccc1,13%,4%,-5%,-20,15%,-11%,i,-7%,-18%
Cc1cc(Br)ccc1NC(=O)CN1C(=O)CCC1=O,10%,-2%,8%,-2,11%,-18%,i,0%,-8%
CC(=O)c1ccc(-c2nnc(CCC(=O)N(C)Cc3cnc4ccccn34)o2)s1,19%,15%,-2%,31,-1%,7%,i,11%,-6%
CCSCC(C)(C)n1[nH]c2ccccc2c1=O,-4%,-12%,7%,18,/,-1%,i,/,10%
CSc1ncc(C(=O)Nc2cccc(C)c2C)c(C)n1,?,9%,10%,?,-2%,-3%,i,0%,-2%
Cn1c(NCCN2CCCCC2)cc(=O)n(C)c1=O,5%,-3%,11%,5,0%,16%,i,-3%,8%
COc1ccc(CCNC(=O)Cc2ccc(NS(=O)(=O)c3ccc(F)cc3)cc2)cc1OC,6%,2%,8%,?,-4%,-1%,i,?,0%
Cn1c(=O)oc2cc(S(=O)(=O)Nc3ccc4c(c3)OCO4)ccc21,-1%,5%,-12%,6,0%,-8%,i,3%,-9%
CN(C)S(=O)(=O)c1cccc(NC(=S)NC23CC4CC(CC(C4)C2)C3)c1,-3%,-24%,-18%,-5,?,-17%,i,?,?
O=C(c1cc(F)c(F)c(F)c1F)N1CCN(Cc2ccc3c(c2)OCO3)CC1,4%,-17%,1%,-11,1%,-26%,i,-15%,-1%
COC(=O)CCNC(=O)N1CCN(c2nnc(C)c3c(C)n(-c4ccccc4)nc23)CC1,-5%,-9%,/,/,/,4%,i,/,/
CC(=O)Nc1ccccc1-c1nc2ccccc2n(C(C)C(=O)Nc2ccccc2C(F)(F)F)c1=O (configuration not stated),1%,-14%,/,/,/,8%,i,/,/
O=C(O)CCC(=O)Nc1ccc(N2CCOCC2)cc1,7%,-10%,6%,17,-1%,0%,i,-1%,3%

# 7 entries out of the list, sorted by molecular weight, highest first.
SMILES,KB-3-1 cytotox,ATXN2 expr inh,HT1080 IDH1KD tx,IL1B secr inh,MCF10A rereplic,HepG2 viability,S2 tox,SW480 rerep,HT1080-NT tox
COc1ccc(CCNC(=O)Cc2ccc(NS(=O)(=O)c3ccc(F)cc3)cc2)cc1OC,6%,2%,8%,?,-4%,-1%,i,?,0%
CC(=O)c1ccc(-c2nnc(CCC(=O)N(C)Cc3cnc4ccccn34)o2)s1,19%,15%,-2%,31,-1%,7%,i,11%,-6%
O=C(c1cc(F)c(F)c(F)c1F)N1CCN(Cc2ccc3c(c2)OCO3)CC1,4%,-17%,1%,-11,1%,-26%,i,-15%,-1%
Cn1c(=O)oc2cc(S(=O)(=O)Nc3ccc4c(c3)OCO4)ccc21,-1%,5%,-12%,6,0%,-8%,i,3%,-9%
Cc1cc(Br)ccc1NC(=O)CN1C(=O)CCC1=O,10%,-2%,8%,-2,11%,-18%,i,0%,-8%
CSc1ncc(C(=O)Nc2cccc(C)c2C)c(C)n1,?,9%,10%,?,-2%,-3%,i,0%,-2%
O=C(O)CCC(=O)Nc1ccc(N2CCOCC2)cc1,7%,-10%,6%,17,-1%,0%,i,-1%,3%

# Next entries follow.
SMILES,KB-3-1 cytotox,ATXN2 expr inh,HT1080 IDH1KD tx,IL1B secr inh,MCF10A rereplic,HepG2 viability,S2 tox,SW480 rerep,HT1080-NT tox
Cc1cc(N2CCC(C)CC2)nc2ccc(N3C(=O)CCC3=O)cc12,25%,5%,2%,11,6%,-12%,i,-2%,-2%
CCOc1cc2[nH]c(=S)n(Cc3ccc(C(=O)NCCCN4CCOCC4)cc3)c(=O)c2cc1OCC,-27%,-1%,12%,0,-2%,-4%,i,16%,12%
O=C(Nc1cccc(OCC(=O)N2CCOCC2)c1)C1CCCCC1,-16%,1%,11%,-15,10%,-1%,i,-29%,5%
COc1ccc(CCNC(=O)COc2ccc(S(=O)(=O)NC(C)C)cc2Cl)cc1OC,-22%,3%,11µM*,-21,?,-11%,i,-19%,?
Cc1ccc(CNC(=O)COC(=O)c2c(C)noc2C)cc1,-2%,10%,13%,13,14%,2%,i,-14%,1%
CCOc1ccc(NC(=O)N2CCC(NC(=O)c3ccco3)CC2)cc1,2%,4%,9%,-22,10%,-2%,i,0%,13%
Cc1cc(C)n(CC(=O)c2ccccc2)c(=O)c1C#N,-7%,8%,5%,-5,0%,-5%,i,2%,7%
Cc1ccn2c(NC3CCCC3)c(-c3cccs3)nc2c1,-4%,-5%,-4%,-12,?,-5%,i,?,-6%
CCOC(=O)C1=NOC2(C1)C(=O)Nc1ccc(OC)cc12 (configuration not stated),9%,-11%,2%,-19,/,/,i,/,14%
Cc1cc(C)c(NC(=O)Cn2c(=O)n(CCC(C)C)c(=O)c3cccnc32)c(C)c1,9%,11%,/,/,/,-3%,i,/,/
CCOC(=O)N1CCN(C(=O)CS(=O)Cc2nc(-c3ccc(OC)c(OC)c3)oc2C)CC1 (configuration not stated),-13%,/,-2%,13,1%,-9%,i,-17%,-1%
Cc1ccc(-c2nnc(-c3cccc4ccccc34)o2)cc1,?,89%[activator],-8%,-3,?,-22%,i,26%,-4%
Cc1cccc(N(C)C(=O)Cc2c(C(=O)O)[nH]c3ccccc23)c1,7%,-2%,/,/,/,-9%,?,/,/
Cc1cccc(C)c1-n1nnnc1C(c1ccnc2ccccc12)N1CCOCC1 (configuration not stated),6%,13%,28%,3,/,/,i,/,14%
CC(Oc1ccc(Br)cc1)C(=O)NCC1(N2CCCCC2)CCCCC1 (configuration not stated),-4%,/,-13%,-9,10%,-37%,i,0%,-12%
Cc1cc(NC(=O)CSc2nc(-c3ccc(Cl)cc3)cs2)no1,2%,-23%,?,-18,4%,-7%,i,22%,?
CC(=O)c1cccc(NC(=S)N2CCN(S(=O)(=O)c3ccc(F)cc3)CC2)c1,-2%,6%,-9%,-7,1%,2%,i,-1%,-11%
COc1ccc(CCCc2nnc(SCC(=O)Nc3ccc(OC)cc3)o2)cc1,13%,-13%,-1%,-3,4%,6%&0%,i,-1%,-2%
COc1ccc(Cl)cc1NC(=O)CC1S/C(=N/N=C2CCCCCC2)NC1=O (configuration not stated),22%,?,-29%,41,-4%,-9%,i,-7%,-18%
COc1ccc(CNC(=O)c2cc(-c3ccc(OC)c(OC)c3)on2)cc1,-1%,6%,16%,-1,-1%,6%,i,-24%,7%
CCC(=O)NCCc1nc2ccccc2n1CC,3%,-14%,11%,0,-1%,2%,i,-4%,-4%
Cc1cc(C)n(CCc2nc(-c3cccs3)cs2)n1,1%,8%,0%,8,1%,-29%,i,2%,1%
COc1cccc(OC)c1C(=O)NC(=O)Nc1c(F)cc(F)cc1F,-4%,-9%,15%,-14,?,10%,i,-33%,13%
COc1ccc(CNC(=O)COC(=O)CN2C(=O)NC3(CCCC3)C2=O)cc1,0%,-15%,13%,17,0%,-4%,i,-13%,10%

# Entries of single compounds as entered above. Values in the order: KB-3-1 cytotox, ATXN2 expr inh, HT1080 IDH1KD tx, IL1B secr inh, MCF10A rereplic, HepG2 viability, S2 tox, SW480 rerep, HT1080-NT tox
# `CN(C)S(=O)(=O)c1cccc(NC(=S)NC23CC4CC(CC(C4)C2)C3)c1` as listed: -3%, -24%, -18%, -5, ?, -17%, i, ?, ?
# `Cc1cccc(C)c1-n1nnnc1C(c1ccnc2ccccc12)N1CCOCC1` (configuration not stated) as listed: 6%, 13%, 28%, 3, /, /, i, /, 14%
# `Cc1ccn2c(NC3CCCC3)c(-c3cccs3)nc2c1` as listed: -4%, -5%, -4%, -12, ?, -5%, i, ?, -6%
